# CCR6 antagonist: CCR6 (human) receptor antagonism | 340,000 tested, 0.49% active | CHO-K1 CCR6 PathHunter beta-arrestin, luminescence, CCL20-stimulated | inhibition, % at 20 µM;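 active = compounds whose inhibition of the agonist-driven luminescence signal at 20 µM reaches about 50%, limit read from the data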;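 also: cells stimulated with CCL20 at 14 nM final; plate controls were DMSO with CCL20 for no effect and DMSO without agonist for full effect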
# Target sequence (P51684 whole entry, looked up): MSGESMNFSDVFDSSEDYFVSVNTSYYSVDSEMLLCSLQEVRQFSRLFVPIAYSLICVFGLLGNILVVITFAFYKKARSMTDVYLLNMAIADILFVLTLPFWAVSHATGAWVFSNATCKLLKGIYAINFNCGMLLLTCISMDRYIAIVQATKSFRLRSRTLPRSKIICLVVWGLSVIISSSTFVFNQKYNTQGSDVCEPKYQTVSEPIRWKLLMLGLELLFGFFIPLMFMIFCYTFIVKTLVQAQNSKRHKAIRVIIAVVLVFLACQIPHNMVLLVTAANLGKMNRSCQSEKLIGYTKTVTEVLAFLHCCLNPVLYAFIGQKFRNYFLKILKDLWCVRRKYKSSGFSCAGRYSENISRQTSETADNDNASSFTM
# EBI2 antag: blocks human EBI2 receptor beta-arrestin signaling; EBI2 beta-arrestin recruitment, luminescence, 7a,25-OHC stimulated; inhibition, % at 5 µM; 360,000 tested, 0.81% active; AID 651636; in the data active = inhibition above about 38%;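 also: enzyme fragment complementation signal reports receptor beta-arrestin coupling in cells; 0% = agonist plus DMSO wells and 100% = wells without agonist; some results beyond the cut were filed as inactive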
# Apaf1 inhib: blocks human Apaf-1 apoptosome activity; reconstituted apoptosome caspase-3 activity, DEVD-Rh110 fluorescence; inhibition, % at 20 µM; 330,000 tested, 0.71% active; AID 489030; active = inhibition of at least 40% at 20 µM;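 also: plate controls were DMSO wells for no effect and DEVD-CHO caspase inhibitor wells for full effect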
#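 Material: reconstituted apoptosome with Apaf-1, cytochrome c, caspase-9, procaspase-3, dATP; medium: pH 7.5 Hepes buffer with CHAPS, BSA, DTT; also added: cytochrome c and DEVD-Rh110 substrate; timing: 30 min plus 50 min, RT; signal: Rh110 fluorescence intensity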
# SENP8 block: blocks the human protease SENP8 | Q96LD8 | purified SENP8, Z-RLRGG-aminoluciferin cleavage, luminescence | inhibition, % at 10 µM | 330,000 tested, 1.2% active
# Target sequence (Q96LD8 whole entry, looked up): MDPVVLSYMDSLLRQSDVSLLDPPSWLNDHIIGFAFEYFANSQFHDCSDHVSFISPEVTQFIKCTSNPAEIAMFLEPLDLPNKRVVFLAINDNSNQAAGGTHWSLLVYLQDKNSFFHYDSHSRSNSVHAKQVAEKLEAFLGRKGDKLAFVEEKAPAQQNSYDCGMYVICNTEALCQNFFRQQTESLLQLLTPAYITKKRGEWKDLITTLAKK
# UBC13 polyUb: blocks human UBC13 polyubiquitin chain formation; P61088; TR-FRET; inhibition, % at 20 µM; 330,000 tested, 0.47% active; in the data active = inhibition above about 45%, passing the limit was not always enough
# Target sequence (P61088 whole entry, looked up): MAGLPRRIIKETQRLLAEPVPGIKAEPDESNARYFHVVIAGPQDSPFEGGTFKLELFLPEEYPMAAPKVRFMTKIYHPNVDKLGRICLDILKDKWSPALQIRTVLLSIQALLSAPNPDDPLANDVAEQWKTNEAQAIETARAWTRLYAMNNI
# 697 NFkB inh: inhibitors of the PMA/ionomycin-induced NF-kB reporter in 697 B cells. 697 B-cell NF-kB luciferase reporter, 16 h. inhibition, % at 4 µM. 330,000 tested, 0.33% active. AID 435022; in the data active = inhibition above about 35%
# Gli-Sufu antag: antagonists of Gli-Sufu signaling | Sufu-KO-LIGHT fibroblasts, Gli luciferase reporter luminescence | inhibition, % at 5 µM | 340,000 tested, 0.74% active | AID 588413;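 active = inhibition above about 55%, limit read from the data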;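 also: 0% = DMSO-treated cells and 100% = wells with medium but no cells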
# Jurkat NFkB inh: lowers PMA/ionomycin-induced NF-kB signal in Jurkat cells; 330,000 tested, 0.53% active; PMA/ionomycin-induced NF-kB luciferase reporter, luminescence; inhibition, % at 4 µM
# * = called active by the depositor; i = inactive; · = not tested or not shown; & = joins results of further samples. Rule as the data show it, unless noted: active = inhibition above about 50%; inactive = the rest. The list is partial, so the mix of outcomes need not match the whole.
SMILES,CCR6 antagonist,EBI2 antag,Apaf1 inhib,SENP8 block,UBC13 polyUb,697 NFkB inh,Gli-Sufu antag,Jurkat NFkB inh
N#CC1(NC(=O)CSc2nc3ccccc3s2)CCCCC1,10,-4,-13,6,5,1,0,-13
CCCCn1nnnc1SCC(=O)NC1CCCCC1,12,0,-1,3,4,15,27,-4
CCOC(=O)N1CCC(N2Cc3cccc(C(=O)Nc4ccccc4OC)c3C2=O)CC1,12,11,-44,16,-2,8,17,13
O=C(COc1ccc(-c2nnco2)cc1)Nc1ccc(F)c(Cl)c1,9,8,6,-3,11,13,-3,9
CCC(=O)NCCc1nc2cc(NC(=O)c3cccs3)ccc2n1C,6,-12,-7,3,4,-15,-14,-52
CN(C)CC(c1ccccc1)c1ccccc1,13,12,-14,-4,1,2,-19,-10
COc1ccc(S(=O)(=O)N2CCOCC2)cc1NC(=O)Cc1c(F)cccc1Cl,13,-4,2,-5,-13,12,-2,-2
O=C(COC(=O)c1cc(-c2ccncc2)nc2ccccc12)Nc1ccc2c(c1)OCO2,·,·,7,-1,-10,5,·,-1
O=C(Nc1ccc2nc3n(c(=O)c2c1)CCCCC3)C(=O)N1CCN(c2ccc(F)cc2)CC1,17,-11,7,3,1,-21,38,16
O=C(NN(C(=O)c1ccccc1)c1ccccc1)c1ccccc1,7,0,-4,-2,0,-56,-1,-9
CC(O)CNC(=O)c1ccc(-c2nn(C)c(=O)c3ccccc23)cc1 (stereo not given),-3,-6,16,-4,0,15,11,-2
O=C(NCCC1=CCCCC1)c1coc(=O)c(Br)c1,11,15,11,6,10,-69,16,19
O=C(NNC(=O)c1cnccc1C(F)(F)F)c1ccccc1,2,3,-1,0,-3,16,6,5
Cc1c(S(=O)(=O)Nc2ccc3c(c2)OCCO3)c(=O)n(C)c(=O)n1C,3,4,-7,1,3,0,1,11
O=C(NCC1CCCO1)/C(=C/c1cn(-c2ccccc2)nc1-c1cccnc1)NC(=O)c1ccccc1 (stereo not given),7,-6,6,0,-2,16,8,0
CC(C)(C)OC(=O)NCCCC[C@H](NC(=O)c1[nH]cnc1C(=O)Nc1ccccc1)C(=O)OC(C)(C)C,-4,-24,19,3,-31,-15,1,11
CCOc1cc(/C=N/NC(=O)CN2CCCCC2)ccc1O,-5,-14,-2,-1,-10,6,-17,6
CSCC[C@H](NC(=O)OC(C)(C)C)C(=O)NCC1CCC(C(=O)O)CC1 (stereo not given in full),-3,5,-23,-9,0,17,-13,4
COC(=O)C1=CN(C2CCCCC2)C=C(C(=O)OC)C1c1ccc2c(c1)OCO2,24,-6,-1,-5,15,28,4,8
Cc1ccc(CN2CCNC(=O)C2CC(=O)N(C)C2CCOCC2)cc1 (stereo not given),6,-5,11,-1,0,20,-5,0

# An excerpt of these results, tab-delimited.
compound	CCR6 antagonist	EBI2 antag	Apaf1 inhib	SENP8 block	UBC13 polyUb	697 NFkB inh	Gli-Sufu antag	Jurkat NFkB inh
COC(=O)C1=CN(C2CCCCC2)C=C(C(=O)OC)C1c1ccc2c(c1)OCO2	24	-6	-1	-5	15	28	4	8
Cc1ccc(CN2CCNC(=O)C2CC(=O)N(C)C2CCOCC2)cc1 (stereo not given)	6	-5	11	-1	0	20	-5	0

# (cont.)
SMILES,CCR6 antagonist,EBI2 antag,Apaf1 inhib,SENP8 block,UBC13 polyUb,697 NFkB inh,Gli-Sufu antag,Jurkat NFkB inh
Cc1ccccc1NC(=O)C1CCN(C(=O)NC2CCCCC2)CC1,5,-6,3,-5,3,-7,-17,13
CCN(CC(=O)Nc1ccc(OC)cc1)CC(=O)Nc1sc2c(c1C(=O)OC)CCCC2,16,17,32,5,24,9,-14,-10
CCOC(=O)c1cc(C#N)c(N2CCOCC2)nc1-c1ccccc1,17,-12,6,-5,14,16,5,-5
COc1ccc(N2CCN(CCOc3ccc4c(C)cc(=O)oc4c3)CC2)cc1,-5,-12,1,-6,-11,-17,2,-2
CCOc1ccc2nc(N3CCC(C(=O)N4CCN(c5ccccn5)CC4)CC3)sc2c1,-6,7,11,0,14,-31,·,19
O=C(NCCCn1ccnc1)C(=O)NCC1OCCN1S(=O)(=O)c1ccc(F)cc1 (stereo not given),7,-12,34,-10,8,-18,-1,-20
Nc1c(-c2ccccc2)cnn1-c1ccccc1,8,-5,-1,70*,8,-70,-57,-67
O=C(CN1CCN(Cc2ccc(Cl)cc2)C1=O)NCc1cccs1,5,4,-22,3,30,-3,2,5
C#CC(CC)(CC)NC(=O)/C=C/C(=O)O,9,3,i,4,6,3,4,10
CCCC(C(=O)NCCC(C)C)N(Cc1ccccc1)C(=O)c1snc(C(N)=O)c1N (stereo not given),16,15,15,0,16,10,4,-7
COc1ccc(/C=C/C(=O)Oc2ccc(C)cc2)cc1,0,34,5,-9,0,-2,·,15
CC1CCc2cc(F)ccc2N1C(=O)c1cccs1 (stereo not given),5,9,-1,2,23,5,20,7
COc1ccc(Nc2nc3ccc(OC)cc3s2)cc1,-17,-2,10,1,3,-56,-24,-62
O=c1c(C(c2ccc(O)cc2)c2c(O)nc3n(c2=O)CCS3)c(O)nc2n1CCS2,-17,-1,5,4,-1,18,-6,0
COc1ccccc1N1CCN(C2CCN(S(=O)(=O)c3ccc(C)cc3)CC2)CC1,7,-6,-17,0,5,3,-6,-9
CCOc1ccccc1NC(=S)NCCCn1ccnc1,-4,-3,4,-4,-4,11,-4,0
Cc1oc2c(cc(NS(=O)(=O)c3ccc(C(C)C)cc3)c3ccccc32)c1C(=O)O,-1,0,24,17,-9,-44,7,-72
COc1ccc(OC)c(C2=Nn3c(nnc3-c3cc(OC)c(OC)c(OC)c3)SC2)c1,15,24,3,3,33,29,24,8
COc1ccccc1Nc1nc(Cl)c(C=O)s1,12,8,-8,-20,-20,9,2,-14
O=C1NC(Cc2c[nH]c3ccccc23)C(=O)N1CCOc1ccccc1 (stereo not given),-4,-10,11,-7,-2,-20,1,-7
Cc1ccc(C2Nc3ccccc3-c3nc4ccccc4n32)o1 (stereo not given),10,5,3,5,13,-87,-56,-33
CC(C)(CNC(=O)CC1C(=O)NCCN1Cc1cccc(F)c1F)N1CCOCC1 (stereo not given),2,1,-15,-7,0,-2,-2,13
COc1ccc(-c2noc(CCN3C(=O)c4ccccc4C3=O)n2)cc1OC,12,-6,1,0,7,-7,4,6
Cc1ccc(NC(=O)CCl)cc1S(=O)(=O)N1CCCCCC1,19,-11,7,-3,-7,20,18,24
CC1CCc2cc(F)ccc2N1S(=O)(=O)c1ccc(Cl)nc1 (stereo not given),2,4,19,-1,-13,10,-1,7
Oc1ccc(/C=N/N2CCN(Cc3ccccc3)CC2)cc1,3,9,-5,6,4,-17,3,14
O=C(Cc1c[nH]c2ccccc12)N1CCN(S(=O)(=O)c2cccc(Cl)c2Cl)CC1,-7,31,19,-11,0,-35,2,-16
C/C(=N\NC(=O)c1cccnc1)c1c(O)cc(C)oc1=O,-5,-4,-3,-1,11,9,-18,14
CN(C)C(=O)COC(=O)c1ccccc1Nc1ccc(SC(F)F)cc1,-4,17,15,52*,10,-168,-40,-22
COc1ccc(CC(=O)NNC2=Nc3cccc4cccc2c34)cc1OC,10,-5,-1,7,-5,33,-4,7
COc1ccc(C(C)=O)cc1COC(=O)c1ccc(C)c(S(=O)(=O)N2CCOCC2)c1,8,6,9,-8,4,-17,14,12
Cc1ccc2c(c1)N(Cc1ccc([N+](=O)[O-])cc1)C=NS2(=O)=O,10,-2,-1,-6,-3,10,9,-14
C=Cc1cccc(NC(=O)c2ccc(NC(=O)c3ccco3)cc2)c1,3,23,16,-9,1,32,31,16
O=C(c1ccccc1)N1CCN(C2CCCCCC2)CC1,18,-10,0,4,-6,14,6,-24
CCN(CC)S(=O)(=O)c1ccc(Cl)c(NC(=O)COc2ccc3c(C)cc(=O)oc3c2)c1,-25,-5,2,3,9,7,3,5
COc1ccc(-c2csc(NC(=O)COC(=O)c3ccco3)n2)cc1,2,-2,7,-2,21,-82,-70,-69
CCOCCn1c(=NC(=O)CSCC(=O)N2CCOCC2)sc2cc(OC)ccc21,9,6,1,-2,6,4,7,5
COc1ccc(Cl)cc1C(=O)NNC(=O)c1nc2nc(C)cc(C)n2n1,6,6,-6,-3,-8,-7,2,-8
CCOc1ccc(NC(=O)Nc2cccnc2)cc1,8,-7,-12,22,13,-12,-38,-25
CN(C)C(=O)CCC(=O)N(C)CC1CCCN(CCc2ccc(F)cc2)C1 (stereo not given),-3,1,9,-9,-6,-14,1,6

# Pulled one by one from above:
SMILES,CCR6 antagonist,EBI2 antag,Apaf1 inhib,SENP8 block,UBC13 polyUb,697 NFkB inh,Gli-Sufu antag,Jurkat NFkB inh
CCOCCn1c(=NC(=O)CSCC(=O)N2CCOCC2)sc2cc(OC)ccc21,9,6,1,-2,6,4,7,5
CN(C)C(=O)COC(=O)c1ccccc1Nc1ccc(SC(F)F)cc1,-4,17,15,52*,10,-168,-40,-22
Cc1ccc(C2Nc3ccccc3-c3nc4ccccc4n32)o1 (stereo not given),10,5,3,5,13,-87,-56,-33
COc1ccc(CC(=O)NNC2=Nc3cccc4cccc2c34)cc1OC,10,-5,-1,7,-5,33,-4,7
COc1ccc(C(C)=O)cc1COC(=O)c1ccc(C)c(S(=O)(=O)N2CCOCC2)c1,8,6,9,-8,4,-17,14,12
CCOc1ccc(NC(=O)Nc2cccnc2)cc1,8,-7,-12,22,13,-12,-38,-25
C/C(=N\NC(=O)c1cccnc1)c1c(O)cc(C)oc1=O,-5,-4,-3,-1,11,9,-18,14

# More records:
SMILES,CCR6 antagonist,EBI2 antag,Apaf1 inhib,SENP8 block,UBC13 polyUb,697 NFkB inh,Gli-Sufu antag,Jurkat NFkB inh
O=C(/C=C/c1ccc(Cl)cc1Cl)NCCN1CCOCC1,5,-1,-5,3,5,8,-12,-7
O=C(c1ccc(S(=O)(=O)N2CCCCCC2)cc1)N1CCC(CN2C(=O)c3cccc4cccc(c34)C2=O)CC1,5,5,20,8,46*,-13,6,24
O=C(N/N=C/c1ccccc1OC(=O)N1CCOCC1)c1cccs1,17,-1,-1,-12,-7,-2,5,-7
O=C(COC(=O)/C=C/c1ccccc1Cl)NC(=O)NC1CCCC1,20,2,26,5,6,20,0,-1
CN1C(C(=O)NCc2ccco2)CC2Cn3c(nc4cc5ccccc5cc43)C21 (stereo not given),7,-10,5,-7,3,1,-13,-7
COc1ccc(NC(=O)N2c3ccccc3CC2C)cc1OC (stereo not given),1,-11,1,-22,-10,-10,30,-12
CN(C)S(=O)(=O)N(CC(=O)N1CCN(c2ccccc2F)CC1)c1ccccc1,0,1,7,-7,1,1,1,12
CCn1cc(C(=O)O)c(=O)c2cc(F)c(N3CCN(C(=S)Nc4ccc(OC)cc4)CC3)cc21,15,-15,-6,7,22,3,7,3
Cc1ccc(C(=O)Nc2cccc(C(F)(F)F)c2)cc1NC(=O)c1nccn1C,-3,1&-7,-4,-1,27,-17,2,1
O=S(=O)(c1ccc(N2CCOCC2)c(Cl)c1)N1CCOCC1,1,-8,1,0,4,7,9,0
Cc1cc(C)n(-c2ccc(C(=O)OCC(=O)Nc3cc(Cl)ccc3[N+](=O)[O-])cc2)n1,-6,-8,17,-12,4,-24,-3,-5
CC(C(=O)NCc1ccccn1)c1ccc([N+](=O)[O-])cc1 (stereo not given),7,6,-2,-1,-4,-3,-15,-1
CCOc1ccc(C(C(=O)NC2CCCC2)N(C(=O)c2snc(C(N)=O)c2N)C2CCCC2)cc1 (stereo not given),6,8,15,5,5,15,-10,-18
CCOc1ccc(OCCCCNC(C)(C)C)cc1,5,-6,-9,-1,9,23,1,1
CCOc1cc(C)c(S(=O)(=O)NC2CCCCC2)cc1C,-5,7,12,1,3,4,3,11
O=S(=O)(c1ccc(-c2cn3ccccc3n2)cc1)N1CCOCC1,-6,4,-5,-4,8,-4,-10,-19
COc1cc(/C=N/NC(=O)c2ccc(NC(=O)C3CC3)cc2)ccc1OC(C)=O,1,-3,-6,4,-1,34,-20,23
COC(=O)CC1SC(=O)NC1=Nc1ccc(OC)cc1 (stereo not given),17,0,9,-17,-3,-5,4,-15
Cc1ccc(S(=O)(=O)NCCC(=O)N2CCC(C(N)=O)CC2)cc1C,12,-6,15,-3,3,-3,-10,8
CCCCOc1cccc(C2(C(=O)O)CCCC2)c1,-25,-18,10,0,-6,-4,2,-25
CCN1CCc2nc(NC(=O)c3ccc(S(=O)(=O)N(C)C)cc3)sc2C1,-2,-8,6,3,-6,2,34,-12

# Bioassay records from PubChem BioAssay.
